S1P4 antagonist: S1P4 receptor antagonists, primary screen, cell-based; Sphingosine 1-phosphate receptor 4 (Homo sapiens), O95977; S1P4-expressing cells, antagonist mode, reporter read-out; inhibition, % at 4.98 µM; actives 0.26% (n = 220,000); in the data active = inhibition above about 29%;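 note: 0% = wells stimulated with agonist and 100% = vehicle wells without agonist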
CHOP inhibitor: inhibitors of CHOP promoter induction, primary screen, cell-based, unfolded protein response, luciferase reporter; CHO-K1 CHOP-promoter luciferase, tunicamycin-induced, 15-18 h; inhibition, % at 10 µM; actives 3.8% (n = 220,000);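 active = compounds that reduced the stress-induced luciferase reporter signal by more than about 70% of percent inhibition, limit read from the data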;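 note: 0% = tunicamycin plus vehicle and 100% = wells without tunicamycin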
NPY2 pot ag: NPY-Y2 potentiators or agonists, primary screen, cell-based. cells expressing NPY-Y2, potentiator/agonist read-out. actives 0.45% (n = 220,000). Neuropeptide Y receptor type 2 (Homo sapiens), P49146. activation, % at 3.6 µM; in the data active = activation above about 27%;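 note: cells stimulated with NPY near EC25 plus isoproterenol at EC100; 0% = vehicle plus submaximal agonist and 100% = vehicle plus saturating agonist; some results beyond the cut were filed as inactive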
Target sequence (P49146 whole entry, looked up): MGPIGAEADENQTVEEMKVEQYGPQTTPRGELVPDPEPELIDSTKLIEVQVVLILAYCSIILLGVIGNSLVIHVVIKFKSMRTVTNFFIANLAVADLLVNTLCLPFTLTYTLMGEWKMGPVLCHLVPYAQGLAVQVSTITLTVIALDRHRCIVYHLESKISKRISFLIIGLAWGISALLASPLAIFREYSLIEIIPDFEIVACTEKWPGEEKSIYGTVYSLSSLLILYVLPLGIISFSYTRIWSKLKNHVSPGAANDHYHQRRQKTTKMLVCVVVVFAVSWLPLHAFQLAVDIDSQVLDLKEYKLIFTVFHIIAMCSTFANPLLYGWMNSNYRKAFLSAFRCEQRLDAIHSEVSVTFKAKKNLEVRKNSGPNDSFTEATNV
NPY-Y1 antag: NPY-Y1 receptor antagonists, primary screen, cell-based; Neuropeptide Y receptor type 1 (Homo sapiens), P25929; HEK293-CNG Y1 cells, membrane potential fluorescence; NPY at EC95, then isoproterenol; inhibition, % at 3.6 µM; actives 1% (n = 200,000); AID 1040, 2008;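 active = inhibition above the campaign mean inhibition of all tested compounds plus 3 SD, cut at about 20% in these data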;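 note: 0% = DMSO wells given NPY plus isoproterenol and 100% = isoproterenol alone without NPY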
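Material: HEK293 Y1/CNG channel cell line | Also added: NPY (25 nM), isoproterenol (1 µM), Ro 20-1724 (25 µM) | Compound: One concentration, 3.6 µM, in 0.4% DMSO | Schedule: 3 h dye uptake, 1 h room-temperature compound, 45 min post-isoproterenol | Signal: Membrane-potential fluorescent dye readout | Read-out: % inhibition of NPY effect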
NPY1 pot ag: NPY-Y1 receptor potentiators or agonists, primary screen, cell-based; Neuropeptide Y receptor type 1 (Homo sapiens), P25929; NPY-Y1 expressing cells, potentiator/agonist activation; activation, % at 3.6 µM; actives 0.37% (n = 220,000); in the data active = activation above about 33%, passing the limit was not always enough;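 note: cells stimulated with NPY at EC10 then isoproterenol at EC100; 0% = low agonist plus stimulus and 100% = saturating agonist plus stimulus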
TRPML3 ag: human TRPML3 channel agonists, primary screen, cell-based, HEK293 TRPML3-YFP, Fluo-8 calcium fluorescence, 3 µM; Mucolipin-3 (Homo sapiens), Q8TDD5; 100% = the carbachol control signal; activation, % at 3 µM; actives 0.29% (n = 220,000); AID 1448, 2008;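 active = activation above its plate's cutoff, the mean activation of the plate's test wells plus 3 SD, cut at about 12% in these data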;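 note: 0% = DMSO only wells and 100% = carbachol wells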
Target sequence (Q8TDD5 whole entry, looked up): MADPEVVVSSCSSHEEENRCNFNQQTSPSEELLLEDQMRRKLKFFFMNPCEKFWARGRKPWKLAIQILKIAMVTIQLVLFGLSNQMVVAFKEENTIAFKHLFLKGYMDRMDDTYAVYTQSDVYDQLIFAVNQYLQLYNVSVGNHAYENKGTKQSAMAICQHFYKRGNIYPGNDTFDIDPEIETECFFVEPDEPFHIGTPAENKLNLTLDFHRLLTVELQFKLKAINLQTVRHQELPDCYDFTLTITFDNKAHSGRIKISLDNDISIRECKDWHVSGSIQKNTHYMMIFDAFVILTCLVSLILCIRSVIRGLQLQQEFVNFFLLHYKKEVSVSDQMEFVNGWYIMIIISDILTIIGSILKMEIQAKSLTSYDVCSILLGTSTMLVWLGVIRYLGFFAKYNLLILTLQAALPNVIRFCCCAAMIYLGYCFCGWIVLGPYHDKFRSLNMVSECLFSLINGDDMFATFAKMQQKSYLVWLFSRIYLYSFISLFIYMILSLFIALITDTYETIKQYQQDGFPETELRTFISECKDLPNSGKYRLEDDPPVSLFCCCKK
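Test system: HEK293 cells stably carrying human TRPML3-YFP; Doses: single dose, 3 µM final nominal compound, 0.3% DMSO final; Schedule: dye loading 1 h 37 °C then 30 min ambient, 125 s read; Technique: Fluo-8 calcium fluorescence; Benchmarks: high control carbachol 87 µM, low control DMSO.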
zfTRPN1 agonist: zebrafish TRPN1 channel agonists, primary screen, cell-based, HEK293, calcium fluorescence. activation, % at 3 µM. transient receptor potential cation channel N1 (TRPN1/NompC), Danio rerio. AID 1424, 2008. actives 0.18% (n = 220,000). HEK293 zebrafish TRPN1-YFP, Fluo-8 calcium fluorescence; 100% = response to 87 µM carbachol;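 active = activation above its plate's cutoff, the mean activation of test wells on that plate plus 3 SD, cut at about 19% in these data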;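 note: 0% = DMSO alone and 100% = 87 µM carbachol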
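Material: zebrafish TRPN1-YFP in HEK293 cells. Doses: one dose of 3 µM, 0.3% DMSO. Incubation: dye 1 h 37 °C plus 30 min RT. Measured by: intracellular calcium fluorescence with Fluo-8.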
EP2 modulator: EP2 receptor modulators, cAMP readout, primary screen, cell-based, HTRF cAMP, PGE2 stimulation. Prostaglandin E2 receptor EP2 subtype (Homo sapiens), P43116. EP2-expressing cells, cAMP HTRF FRET, PGE2 co-stimulation. induction, % at 25 µM. actives 0.83% (n = 260,000). AID 940, 2007;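 active = compounds whose cAMP rise, as percent of the full-agonist control response, exceeds 60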;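 note: rat C6 glioma line stably carrying human EP2 under a CMV promoter; the protocol text gives 20 µM as final concentration; 100% = response of wells given 1 µM PGE2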
S1P4 agonist: S1P4 receptor agonists, primary screen, cell-based. S1P4-expressing cell line, agonist reporter assay. activation, % at 4.98 µM. actives 0.35% (n = 220,000); in the data active = activation above about 11%;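 note: 0% = DMSO vehicle and 100% = reference agonist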
* marks the source's active call; other numbers are inactive results; . = not tested or not shown.

1. CCN(CC)S(=O)(=O)c1cccc(C(=O)N/N=C/c2ccccc2OCC(=O)O)c1
2. COc1cc2ccc(=O)oc2c(O)c1OCC=C(C)C
3. Oc1ccc(-c2nc3ccccn3c2NCc2ccc3c(c2)OCO3)cc1
4. O=C(c1ccc(COCC(F)(F)F)cc1)N1CCN(c2ccccn2)CC1
5. CCOC(=O)C1CCN(C(=O)Nc2ccc3nccnc3c2)CC1
6. Cc1cccc(C)c1OCc1nnc(SCC(=O)NCc2ccccc2)o1
7. Cc1cc(-c2nnnn2-c2ccc(F)cc2)no1
8. NC(=O)c1nn(-c2ccccc2)nc1NC(=O)CN1CCCCC1
Screen / compound no.	1	2	3	4	5	6	7	8
S1P4 antagonist	-3	-7	-24	-1	-20	-15	7	-6
CHOP inhibitor	-1	16	16	16	-10	47	10	32
NPY2 pot ag	3	7	4	-11	-11	-9	3	7
NPY-Y1 antag	4	14	7	-2	3	10	.	1
NPY1 pot ag	-7	-12	2	-7	9	-13	-13	13
TRPML3 ag	1.0	0.5	0.2	0.1	0.8	0.0	0.6	0.7
zfTRPN1 agonist	1.0	0.9	0.5	1.7	-0.1	0.5	-0.5	-0.1
EP2 modulator	0	28	11	10	12	-5	-5	13
S1P4 agonist	0.3	1.9	0.1	0.8	0.8	1.2	0.4	0.3

9. O=C(NCCc1csc(-c2cccnc2)n1)c1cccc2ccccc12
10. CCNC(=S)NNC(=O)c1cc(-c2cccc(OC)c2)nc2ccccc12
11. CCCCN=C(C)c1c(O)c2ccccc2oc1=O
12. CCN1C2OC3OC4C(OC3OC2N(CC)S1(=O)=O)N(CC)S(=O)(=O)N4CC (stereo not drawn)
13. Cc1ccc(S(=O)(=O)C2(C(=O)Nc3ccc(F)cc3)CC2)cc1
14. CCN(CC)CCCOC(=O)c1ccc(OC)cc1O
15. O=C(COc1ccc(Cl)cc1)N1CCN(S(=O)(=O)c2ccccc2)CC1
16. Cc1cc(Cl)ccc1OCC(=O)NCCOc1nc(N2CCCCC2)nc(N2CCOCC2)n1
Screen / compound no.	9	10	11	12	13	14	15	16
S1P4 antagonist	-3	3	-10	-17	-4	-9	-7	-12
CHOP inhibitor	17	-42	-37	-4	12	21	8	89*
NPY2 pot ag	-3	-5	10	-4	-3	-5	1	6
NPY-Y1 antag	2	11	3	0	-2	1	6	2
NPY1 pot ag	8	-17	-9	10	-23	-16	-3	-18
TRPML3 ag	-0.4	0.1	-0.3	0.2	-1.1	1.4	0.6	1.4
zfTRPN1 agonist	1.4	0.3	0.9	1.4	-1.1	-1.1	-0.5	-0.4
EP2 modulator	-6	-11	2	-22	-1	10	-37	54
S1P4 agonist	1.5	2.1	5.0	0.6	-0.4	-0.5	-0.3	-0.8

Random excerpt: 5 records from the list.
8. NC(=O)c1nn(-c2ccccc2)nc1NC(=O)CN1CCCCC1
6. Cc1cccc(C)c1OCc1nnc(SCC(=O)NCc2ccccc2)o1
9. O=C(NCCc1csc(-c2cccnc2)n1)c1cccc2ccccc12
14. CCN(CC)CCCOC(=O)c1ccc(OC)cc1O
10. CCNC(=S)NNC(=O)c1cc(-c2cccc(OC)c2)nc2ccccc12
Screen / compound no.	8	6	9	14	10
S1P4 antagonist	-6	-15	-3	-9	3
CHOP inhibitor	32	47	17	21	-42
NPY2 pot ag	7	-9	-3	-5	-5
NPY-Y1 antag	1	10	2	1	11
NPY1 pot ag	13	-13	8	-16	-17
TRPML3 ag	0.7	0.0	-0.4	1.4	0.1
zfTRPN1 agonist	-0.1	0.5	1.4	-1.1	0.3
EP2 modulator	13	-5	-6	10	-11
S1P4 agonist	0.3	1.2	1.5	-0.5	2.1

Further structures:
17. COc1ccc(S(=O)(=O)N(C)CC(=O)Nc2ccccc2C(F)(F)F)cc1
18. CC(C)CNC(=O)CN(C1CCCCC1)S(C)(=O)=O
19. O=C(Nc1ccccc1F)c1ccc([N+](=O)[O-])s1
20. Cc1nn(CCCC(=O)Nc2sc3c(c2C#N)CCC3)c(C)c1[N+](=O)[O-]
21. O=C(Nc1ccccc1NC(=O)c1ccco1)c1ccco1
22. N#CCSc1nnc(-c2sc3ccccc3c2Cl)o1
23. O=S(=O)(c1ccccc1)N1CCN(c2nc(-c3cccs3)nc3ccccc23)CC1
24. O=C1C2=C(Nc3ccccc3SC2c2ccco2)c2ccccc21 (stereo not drawn)
Screen / compound no.	17	18	19	20	21	22	23	24
S1P4 antagonist	2	-5	1	-7	0	-5	-7	-1
CHOP inhibitor	59	-17	0	8	-3	61	21	36
NPY2 pot ag	-7	15	15	0	4	9	-6	7
NPY-Y1 antag	-1	1	-3	9	6	-1	6	-5
NPY1 pot ag	-15	19	6	0	7	-26	3	7
TRPML3 ag	-0.5	0.1	1.2	-0.1	0.0	0.3	0.6	-1.6
zfTRPN1 agonist	-2.1	0.6	2.1	-1.0	0.4	-0.6	0.0	-1.8
EP2 modulator	-12	-1	-52	-9	0	-32	44	-24
S1P4 agonist	-0.9	-2.7	-1.2	1.1	0.9	-1.1	1.4	-0.3

25. O=C(Nc1ccc(F)cc1)c1nc[nH]c1C(=O)Nc1ccccc1[N+](=O)[O-]
26. CCCCC(=O)Nc1cc(Cl)ccc1C(=O)O
27. O=c1c2c([nH]c3ccccc13)CCCCC2
28. Brc1ccc(CSc2ncn[nH]2)cc1
29. O=c1c2ccccc2[nH]c2ccccc12
30. CCOc1ccc(Br)cc1S(=O)(=O)NCc1ccncc1
31. C/C(=N\NC(=O)NC1CCCCC1)c1ccco1
32. O=C(c1ccc(COc2ccc(Br)cc2)o1)N1N=C(C(F)F)CC1(O)C(F)F (stereo not drawn)
Screen / compound no.	25	26	27	28	29	30	31	32
S1P4 antagonist	4	-11	-2	-19	-13	-8	-6	-19
CHOP inhibitor	87*	-7	-4	-3	35	12	-4	108*
NPY2 pot ag	9	-23	-16	-11	1	7	-13	-4
NPY-Y1 antag	2	3	.	17	2	4	-3	1
NPY1 pot ag	12	-16	-8	-11	-20	-14	-9	11
TRPML3 ag	1.4	0.5	1.4	-0.7	2.7	1.5	0.5	1.8
zfTRPN1 agonist	0.4	0.6	1.3	-2.3	4.4	2.3	1.7	-0.3
EP2 modulator	-4	-2	-25	23	-27	15	-7	-59
S1P4 agonist	2.9	-1.6	0.6	11	4.1	-0.9	-0.2	1.0

33. Cc1cc(=O)[nH]c2c(C)c(Cl)ccc12
34. Cc1nnc(SCC(=O)N2c3ccccc3CC2C)[nH]c1=O (stereo not drawn)
35. Cc1ccc2[nH]c(=O)c(C(c3nnnn3C3CCCC3)N(Cc3cccnc3)Cc3ccco3)cc2c1 (stereo not drawn)
36. CC1=C(C)CC(C(=O)NCCc2ccccc2)C(C(=O)O)C1 (stereo not drawn)
37. Cc1nc(SCC(=O)Nc2ccnc3ccccc23)n[nH]1
38. CCOc1ccc(/C=c2\sc3nc(-c4ccco4)nn3c2=O)cc1OCC
39. O=C(CSc1n[nH]c(-c2ccccc2)n1)Nc1ccc(N2CCOCC2)cc1
40. COc1ccc(C(=O)NN(C)c2nc(C(F)(F)F)nc3ccccc23)cc1
Screen / compound no.	33	34	35	36	37	38	39	40
S1P4 antagonist	9	1	2	-8	-5	-7	-14	10
CHOP inhibitor	-15	-1	16	14	6	38	-5	0
NPY2 pot ag	-6	11	-7	-2	-3	0	-8	-19
NPY-Y1 antag	-8	3	-12	3	-6	8	3	21*
NPY1 pot ag	-10	0	-2	-2	10	-3	-8	-16
TRPML3 ag	-0.1	0.3	-0.1	0.5	1.2	0.3	-0.3	-0.3
zfTRPN1 agonist	0.1	-0.2	-0.2	-0.5	1.8	0.2	-1.1	-1.3
EP2 modulator	-15	27	15	33	7	75*	15	-15
S1P4 agonist	3.4	0.6	-4.2	-1.1	1.5	-2.4	0.6	0.4

41. Cc1ccc(CNC(=O)Nc2cccs2)cc1
42. CC1=C(C)C(C)=C(C#N)C(=C(C#N)C#N)N1
43. CCOC(=O)NC(=O)C(=CNc1ccccc1C)C(=O)NC(=O)OCC
44. O=C(NN=C1CCCC1)NC1CCCCC1
45. COc1ccccc1NS(=O)(=O)c1cc(NC(=O)c2ccc(Cl)nc2)ccc1Cl
46. Cc1cccc(-n2c(CCCN3C(=O)c4ccccc4C3=O)nc3ccccc3c2=O)n1
47. NC(Cc1ccccc1)C(O)(c1ccccc1)c1ccccc1 (stereo not drawn)
48. CC(C)(C)c1ccc(-c2csc(NC(=O)CN3C(=O)NC4(CCCCC4)C3=O)n2)cc1
Screen / compound no.	41	42	43	44	45	46	47	48
S1P4 antagonist	-23	-2	-23	-11	-7	0	-17	-5
CHOP inhibitor	-11	-20	14	-14	56	14	62	31
NPY2 pot ag	-16	-4	5	-12	9	6	6	-9
NPY-Y1 antag	1	.	-2	4	-1	9	9	-7
NPY1 pot ag	-7	-6	6	-20	-22	-22	8	-4
TRPML3 ag	0.0	0.8	1.4	-0.2	3.5	0.5	0.2	0.5
zfTRPN1 agonist	0.3	1.7	1.6	-0.3	7.9	1.2	-1.8	0.0
EP2 modulator	-2	1	36	1	-58	5	52	11
S1P4 agonist	0.1	1.8	1.5	0.5	-0.3	-3.3	-0.1	-0.8

49. O=C(O)C1CSC(c2coc3ccccc3c2=O)N1 (stereo not drawn)
50. Cc1nnc2sc(-c3ccc(NC(=O)c4ccc(-c5ccc(Br)cc5)o4)cc3)nn12
51. CC1=C(C(=O)Nc2ccc(C)cc2C)C(c2ccc(Cl)cc2)n2nc(C(=O)OC(C)C)nc2N1 (stereo not drawn)
52. COC(=O)CNC(=O)c1cccc(Cl)c1
53. CN(C)c1ccc(SC#N)cc1
54. CCOC(=O)c1ccccc1N/C=C1\CCCCC1=O
55. C#CC1(NC(=O)NCCCC)CCCCC1
56. CC/C(C)=N\N=C\c1c(O)n(CC)c2cc(C3=NNC(=O)CC3)ccc12
Screen / compound no.	49	50	51	52	53	54	55	56
S1P4 antagonist	-1	-13	-6	-21	-3	-15	-4	-5
CHOP inhibitor	34	.	105*	5	23	45	6	1
NPY2 pot ag	-10	-21	3	-3	23	10	4	-20
NPY-Y1 antag	2	5	-5	0	.	8	0	2
NPY1 pot ag	5	-3	-1	-3	33	-3	18	-27
TRPML3 ag	0.8	0.0	0.5	0.9	0.3	-1.8	0.2	0.5
zfTRPN1 agonist	1.6	-0.8	2.2	1.2	-0.5	-1.9	1.6	0.1
EP2 modulator	28	.	18	8	-24	49	8	1
S1P4 agonist	0.2	1.0	-0.8	0.6	1.7	0.6	2.2	3.0

Compound activity from PubChem.
